# Assay outcomes from PubChem.
# MITF act: increases MITF-driven TRPM1 promoter luciferase signal. 300,000 tested, 0.75% active. activation, % at 12.5 µM. AID 588334. SK-MEL-5 TRPM1-promoter luciferase, 24 h; % of positive control, neutral wells = 0;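 active = mean activation of at least 80% with every replicate also reaching 80%; inconclusive = mean reaches 80% but some replicate falls short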;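 note: 0% = neutral control wells and 100% = parthenolide positive control wells; values of inactives mirror those of a sister screen read the other way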
# SR-BI HDL uptake: blocks mouse SR-BI lipid uptake from DiI-HDL; ldlA[mSR-BI] CHO cells, DiI-HDL uptake fluorescence, 3 h; inhibition, % at 12.5 µM; 320,000 tested, 0.96% active; AID 488896;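 active = mean replicate inhibition of at least 70% and a set share of replicates each scoring 70 or more; inconclusive = meets just one of the two criteria; inactive = fails both criteria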;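 note: 0% = median of neutral control wells and 100% = median of positive control wells; values of inactives mirror those of a sister screen read the other way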
# Target sequence (Q61009 whole entry, looked up): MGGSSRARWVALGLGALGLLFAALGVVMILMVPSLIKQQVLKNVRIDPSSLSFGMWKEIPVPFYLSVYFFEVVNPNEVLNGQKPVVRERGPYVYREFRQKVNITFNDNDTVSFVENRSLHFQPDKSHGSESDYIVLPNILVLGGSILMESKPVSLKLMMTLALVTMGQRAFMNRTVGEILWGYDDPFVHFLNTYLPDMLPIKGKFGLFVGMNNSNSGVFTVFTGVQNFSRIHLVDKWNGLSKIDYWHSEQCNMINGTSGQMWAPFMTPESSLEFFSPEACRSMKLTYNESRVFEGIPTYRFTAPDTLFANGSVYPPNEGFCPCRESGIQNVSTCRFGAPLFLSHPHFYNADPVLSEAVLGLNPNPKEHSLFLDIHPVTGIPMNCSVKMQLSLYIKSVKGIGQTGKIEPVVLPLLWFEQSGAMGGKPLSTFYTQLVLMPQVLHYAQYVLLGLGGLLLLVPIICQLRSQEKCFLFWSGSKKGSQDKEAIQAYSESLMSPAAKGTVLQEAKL
# Ecoli viability: counter-screen for AddAB inhibitors: E. coli growth inhibition | E. coli V3065 growth, OD600 absorbance, 18 h | inhibition, % at 11.9 µM | 330,000 tested, 0.27% active;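 active = inhibition above the campaign's mean inhibition across all tested compounds plus 3 SD, cut at about 9.9% in these data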;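 note: uninfected addAB+ strain grown without phage in ampicillin broth; 0% = DMSO wells and 100% = ciprofloxacin 0.95 µg/ml wells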
# SR-BI uptake up: activators of SR-BI mediated HDL lipid uptake; CHO ldlA[mSR-BI] cells, DiI-HDL uptake fluorescence, 3 h; 100 = double the neutral-control signal; activation, % at 12.5 µM; 320,000 tested, 0.096% active; AID 504775;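 active = mean replicate activation of at least 60% and every replicate at or above 60%; inconclusive = mean or all-replicate condition met, but not both; inactive = mean below 60% and not all replicates reaching 60%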;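 note: 0% = median plate neutral-control signal and 100% = twice that signal; values of inactives mirror those of a sister screen read the other way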
#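 Material – SR-BI-overexpressing, LDLR-lacking CHO cells · Medium – BSA-supplemented, HEPES-buffered Ham's F12, pH 7.4 · Doses – single concentration · Times – compound with DiI-HDL co-incubation, 3 h at 37 °C · Measured by – bottom-read fluorescence, 550/595 nm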
# CAL PDZ FP-1: CAL PDZ (human) peptide binding inhibition. inhibition, % at 24.9 µM. purified CAL PDZ, TMR-peptide fluorescence polarization, 1 h. 300,000 tested, 0.92% active. AID 602252;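 active = mean inhibition of at least 30% with at least half of replicates also reaching 30%; inconclusive = no clear call, values can overlap the other calls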;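 note: 0% = DMSO neutral control and 100% = excess unlabeled competitor peptide PRC23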
# AddAB inh: less growth of phage-infected E. coli with AddAB | 330,000 tested, 0.29% active | inhibition, % at 11.9 µM | E. coli expressing H. pylori AddAB, absorbance growth | AID 435030; in the data active = inhibition above about 12%;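 note: 0% = vehicle wells of infected cells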
# CAL PDZ FP-2: human CAL PDZ-peptide interaction inhibition; 330,000 tested, 0.02% active; purified CAL PDZ, TMR-peptide fluorescence polarization, 1 h; AID 504414; inhibition, % at 20 µM; Q9HD26;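 active = highest replicate inhibition of at least 40%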;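 note: plate controls were DMSO neutral control wells for no effect and unlabeled competitor peptide control wells for full effect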
#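 System: tagged CAL PDZ domain. Schedule: 1 h room-temperature incubation prior to read. Signal: fluorescence polarization (mP). Measure: percent inhibition from loss of millipolarization.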
# Tat export inh: inhibitors of E. coli Tat protein transport; E. coli MC4100 TorA-mCherry Tat export, fluorescence; inhibition, % at 10 µM; 340,000 tested, 0.036% active; AID 488895;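 active = mean replicate inhibition at least 50% and at least half of replicates individually reaching 50%; inconclusive = only one of the two criteria met; inactive = neither criterion met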;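 note: exported cargo escapes ClpAP degradation while cytoplasmic cargo is degraded and loses fluorescence; 0% = median of neutral control wells and 100% = median of NaSCN control wells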
# phage Ecoli inh: E. coli growth loss with phage present. inhibition, % at 11.9 µM. growth absorbance. 360,000 tested, 0.26% active. AID 651602; in the data active = inhibition above about 11%
# Wnt bcat act: Wnt/beta-catenin pathway activation; Wnt/beta-catenin reporter cell assay, activator, plate reader; activation, % at 9.35 µM; 300,000 tested, 1.2% active; AID 743398; in the data active = activation above about 30%, passing the limit was not always enough; inconclusive = no clear call, values can overlap the other calls;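 note: 0% = neutral control wells and 100% = positive control wells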
# * marks the source's active call; other numbers are inactive results; ? = inconclusive; . = not tested or not shown.
structure	MITF act	SR-BI HDL uptake	Ecoli viability	SR-BI uptake up	CAL PDZ FP-1	AddAB inh	CAL PDZ FP-2	Tat export inh	phage Ecoli inh	Wnt bcat act
CC1=C(C(=O)Nc2ccccc2)C(c2ccc(C)o2)n2c(s/c(=C\c3ccco3)c2=O)=N1 (centres undefined)	5	53	.	-53	-2	.	-1.8	4	2.5	-1
S=c1[nH]nc(-c2ccncc2)n1Cc1ccccc1	2	-13	-0.8	13	-3	-0.9	-1.3	0	0.9	.
Cn1cc(Cl)c(C(=O)OCC(=O)Nc2cccc(Cl)c2)n1	0	-9	.	9	-2	.	-0.6	-15	1.4	-3
COc1ccc(OC2CCN(S(=O)(=O)c3ccc(F)cc3)CC2)cc1	8	11	-0.5	-11	-3	-2.4	-1.9	2	3.5	-2
COc1cc(OC)cc(C(=O)NCC2CCCO2)c1 (centres undefined)	6	3	-2.5	-3	-2	0.4	0.2	2	-3.0	-1
COc1cc2c(cc1OC)CN(C(C)C(=O)Nc1cccc(S(=O)(=O)N3CCOCC3)c1)CC2 (centres undefined)	-2	-3	.	3	-4	.	-2.3	6	4.6	-3
CCOCCCNC(=O)c1cccc(NC(=O)C2=C(C)OCCS2)c1	-8	4	0.9	-4	-5	0.9	0.3	0	0.1	0
C=CCOC(=O)C1=C(C)NC(SCC)=C(C#N)C1c1ccc(Cl)cc1 (centres undefined)	-13	83*	0.9	-83	0	-1.0	-2.4	5	3.7	.
Cc1cnn2c(C3CC3)ccnc12	-3	-10	0.8	10	-3	2.4	-1.9	6	9.7	2
CCN(CC)C(=O)C1CCN(S(=O)(=O)c2ccc3oc4ccccc4c3c2)CC1	-25	-4	2.2	4	-1	-0.1	-2.4	-4	2.6	-3
O=C(CCC(=O)N1CCOc2ccccc21)Nc1ccc(F)cc1F	-5	-20	-1.3	20	.	0.7	0.5	-2	3.3	-3
Cc1cc(C)nc(NC(=O)CCC2CCCC2)c1	.	3	-1.8	-3	1	5.4	-1.9	-14	4.2	-1
COc1ccc(F)cc1S(=O)(=O)Nc1ccc2c(c1)OCCO2	.	15	-0.3	-15	.	2.7	-1.2	-4	2.0	-2
Cc1ccc(S(=O)(=O)N=Nc2c(O)[nH]c3ccccc23)cc1C	-2	9	-2.1	-9	-2	0.9	0.0	-6	2.5	1
CCOc1ccccc1C(=O)Nc1ccc2nc3n(c(=O)c2c1)CCCCC3	23	40	0.4	-40	-4	2.6	-2.9	5	3.3	0
CCCCN(CCCC)S(=O)(=O)c1ccc(NC(=O)c2ccc([N+](=O)[O-])cc2Cl)cc1	-13	19	2.0	-19	3	0.8	-1.1	3	0.4	-8
C=CCn1c(SCC(=O)N(C)C2CCS(=O)(=O)C2)nnc1-c1ccccc1 (centres undefined)	-1	-5	1.7	5	-2	4.5	-1.0	1	-0.4	0
Cc1ccc(NS(=O)(=O)c2ccc3c(c2)NC(=O)CC(=O)N3)cc1C	-7	-14	0.6	14	-3	1.0	0.2	-2	4.6	0
O=C1CCC(=O)O1	-2	0	0.2	0	-2	2.5	-1.3	-3	0.9	-2
O=S(=O)(Cc1ccccc1)Nc1ccc(S(=O)(=O)NCC2CCCO2)cc1 (centres undefined)	2	-15	1.4	15	-1	0.2	-2.5	-5	1.7	.
CN1CC(=O)N(CC(=O)Nc2cc(Cl)cc(Cl)c2)C1=O	9	-28	-0.5	28	-3	1.5	-1.8	-6	5.3	4
O=C(Cn1nnc2ccccc21)NNC(=S)NC1CCCCC1	-7	-13	0.5	13	.	1.9	-3.8	11	1.5	0
COCCNC(=O)c1c[nH]c2ccc(S(=O)(=O)N3CCc4ccccc43)cc2c1=O	-42	1	0.5	-1	-4	0.9	-6.5	?	-5.0	-2
COc1ccc2cc(C(N)=O)c(=Nc3ccccc3)oc2c1	102*	49	-0.4	-49	2	1.7	-0.2	-7	0.8	?
CC1=C(C(=O)NCc2ccccc2)C(c2cccs2)n2ncnc2N1 (centres undefined)	-15	-20	2.3	20	-1	2.5	-1.1	1	0.4	0
Cc1cc(C)c(S(=O)(=O)N2CCCC(C(=O)N3CCCC3)C2)c(C)c1 (centres undefined)	1	-28	0.2	28	-2	1.4	-1.9	3	2.0	3
CCC(=O)NC(=S)N1CCN(c2ccc([N+](=O)[O-])cc2Cl)CC1	-8	-2	-1.9	2	0	-0.5	-0.8	4	0.5	.
COCCCN(C(=S)Nc1c(C)cc(C)cc1C)C(C)c1ccccn1 (centres undefined)	-18	.	-0.6	.	.	0.4	-0.8	2	-2.0	-2
CNc1nc(C)c(C#N)cc1C(C)=O	13	-22	-1.3	22	-2	1.8	-1.4	-2	0.9	.
COc1ccc(CNC(=O)c2cccc(N3CCCC3=O)c2)cc1	-6	10	-1.2	-10	-3	1.2	-0.8	11	1.4	-5

# 4 of the compounds above, with each value named:
smiles: COc1cc2c(cc1OC)CN(C(C)C(=O)Nc1cccc(S(=O)(=O)N3CCOCC3)c1)CC2 (centres undefined)
  MITF act: -2
  SR-BI HDL uptake: -3
  Ecoli viability: .
  SR-BI uptake up: 3
  CAL PDZ FP-1: -4
  AddAB inh: .
  CAL PDZ FP-2: -2.3
  Tat export inh: 6
  phage Ecoli inh: 4.6
  Wnt bcat act: -3

smiles: CCOCCCNC(=O)c1cccc(NC(=O)C2=C(C)OCCS2)c1
  MITF act: -8
  SR-BI HDL uptake: 4
  Ecoli viability: 0.9
  SR-BI uptake up: -4
  CAL PDZ FP-1: -5
  AddAB inh: 0.9
  CAL PDZ FP-2: 0.3
  Tat export inh: 0
  phage Ecoli inh: 0.1
  Wnt bcat act: 0

smiles: C=CCOC(=O)C1=C(C)NC(SCC)=C(C#N)C1c1ccc(Cl)cc1 (centres undefined)
  MITF act: -13
  SR-BI HDL uptake: 83*
  Ecoli viability: 0.9
  SR-BI uptake up: -83
  CAL PDZ FP-1: 0
  AddAB inh: -1.0
  CAL PDZ FP-2: -2.4
  Tat export inh: 5
  phage Ecoli inh: 3.7
  Wnt bcat act: .

smiles: Cc1cnn2c(C3CC3)ccnc12
  MITF act: -3
  SR-BI HDL uptake: -10
  Ecoli viability: 0.8
  SR-BI uptake up: 10
  CAL PDZ FP-1: -3
  AddAB inh: 2.4
  CAL PDZ FP-2: -1.9
  Tat export inh: 6
  phage Ecoli inh: 9.7
  Wnt bcat act: 2

# Other entries
structure	MITF act	SR-BI HDL uptake	Ecoli viability	SR-BI uptake up	CAL PDZ FP-1	AddAB inh	CAL PDZ FP-2	Tat export inh	phage Ecoli inh	Wnt bcat act
COC(=O)CCC(=O)OC1(C)C(=O)C=C2C=C(C3CC3)N(Cc3ccco3)C=C2C1=O (centres undefined)	-7	-14	3.8	14	0	5.0	-0.7	-16	-2.0	-4
CCOC(=O)c1cc(-c2ccc(F)cc2)n(CC(=O)NC(C)CC)c1C (centres undefined)	5	-18	-1.2	18	-1	1.8	-2.3	-5	4.3	-4
O=C(Nc1ccc(Br)cc1)Nc1ccccc1F	52	-12	2.9	12	-5	3.1	-0.9	-11	7.3	20
Cc1cccc2nc(CSc3nncn3-c3ccccc3)cn12	-1	-11	2.9	11	-2	-0.6	-0.7	-12	-0.7	.
CCCN1CCN(S(=O)(=O)c2cn(C)nc2C)CC1	-2	-5	0.0	5	-5	2.1	-1.2	-2	1.6	2
NC(=O)CC1SC(N)=NC1=O (centres undefined)	.	-25	0.2	25	.	-1.2	-0.4	-12	0.6	.
Cc1nn(C(C)C(=O)NNC(=S)Nc2ccc(Cl)cc2)c(C)c1[N+](=O)[O-] (centres undefined)	-11	-3	0.5	3	-3	2.3	.	-7	0.9	.
CCOc1ccc(OCc2cccc(C(=O)Nc3ccc(CN4CCCCC4)cc3)c2)cc1	-24	15	-1.0	-15	-2	4.5	-3.0	10	1.9	9
FC(F)Oc1ccccc1NC(=S)Nc1cccnc1	-14	6	3.3	-6	3	3.4	-2.2	-8	2.5	-1
CCOc1cc(C(=S)N2CCOCC2)ccc1OS(=O)(=O)c1ccc(NC(C)=O)cc1	0	24	-0.3	-24	6	2.7	-1.2	-3	0.1	-8
C=CCN1c2ccccc2[C@]23C[C@@H](C(=O)OC)N(C(=O)NC4CCCC4)C2=NC(C(=O)OC)=C(C(=O)OC)[C@H]13	4	3	-1.2	-3	3	3.1	-0.2	10	1.7	-3
Cc1cc(OCC(=O)NCc2ccccn2)c2c(C)cc(=O)oc2c1	2	-13	0.2	13	47*	0.9	-0.2	-3	0.3	-1
COc1cccc(CNC(=O)CCn2ccc3cc(S(=O)(=O)N4CCCC4)ccc32)c1	-6	1	-2.3	-1	-2	-0.2	-1.3	-16	2.9	0
Cc1cccc(CSC(Nc2ccc(F)cc2)=C(C#N)C#N)c1	-15	-4	2.2	4	-1	3.0	-0.2	-20	2.5	.
O=C1CC(c2ccsc2)c2ccc3ccccc3c2N1 (centres undefined)	12	11	0.4	-11	-3	1.3	-1.6	1	5.4	1
CC(C)NC(=O)Cn1nnc(-c2ccc(Cl)cc2)n1	7	-22	-1.7	22	-5	1.5	-4.7	2	3.1	0
CCn1c(CC(=O)Nc2ccc(F)cc2)nnc1SCC(=O)NC1=NCCS1	-14	.	-0.6	.	-2	0.5	-4.1	-3	2.0	-1
Cc1ccc(SCc2nc3ccccc3n2CC(=O)Nc2c(C)cccc2C)cc1	-12	19	-1.7	-19	.	0.4	-2.0	3	-1.1	26
COc1ccccc1CNC(=O)C1CCN(S(=O)(=O)N2CCCCC2)CC1	-13	32	2.0	-32	-4	0.7	-4.9	-8	2.0	-2
O=C(c1ccncc1)N(c1ccc2oc3c(c2c1)CCCC3)S(=O)(=O)c1ccc(F)cc1	3	-8	1.6	8	-1	1.4	-0.4	12	4.6	-5
CCOc1ccc(C(=O)NCC(=O)NC(C)CCc2ccccc2)cc1OCC (centres undefined)	-8	17	.	-17	-2	.	-2.7	13	-1.4	-2
C=CCn1c(SCC(=O)Nc2nc(C)cs2)nnc1C(CO)NC(=O)c1ccccc1 (centres undefined)	-5	-9	0.0	9	4	1.3	-0.8	0	0.9	0
Cc1c(-c2cc(C(=O)O)on2)cnn1C	-8	-32	-1.0	32	-2	3.8	0.9	8	0.3	1
COCC(=O)N/N=C\c1ccc(OC/C=C/c2ccccc2)c(OC)c1	14	-10	.	.	-2	.	-2.9	5	3.5	-1
O=[N+]([O-])c1ccc(C2(O)CN(c3ccccc3)C3=[N+]2CCS3)cc1 (centres undefined)	-4	43	0.0	-43	0	-2.2	-0.9	-3	-0.5	2
COc1cccc(NC(=O)C2CC(=O)N(C)C(=Nc3cccc(F)c3)S2)c1 (centres undefined)	1	57	1.1	-57	10	2.0	-0.2	-12	3.9	-3
Cc1cc(C)n(-c2nnc3c4ccccc4n(C)c3n2)n1	.	2	-0.8	-2	.	1.8	-0.6	-15	2.2	48*
